# Screening data from PubChem.
# TMEM16A act – activates or potentiates the mouse TMEM16A chloride channel. 0.3% of 340,000 active. Q8BHY3. B-score at 10 µM. AID 623877. HEK293 TMEM16A/YFP-H148Q/I152L, iodide quench fluorescence; hits give low values;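 active = fluorescence-ratio B-score plate-corrected deviation score at least 3 library SD below zero, with starting fluorescence score within 5 deviations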;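 note: channel opened by trigger with iodide after compound preincubation; score built on the fluorescence ratio of max minus min over baseline; more negative score means more quench and so TMEM16A activation or potentiation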
# MrgX1 antagonist – blocks BAM8-22 activation of human MrgX1 receptor. Q96LB2. B-score at 10 µM. MRGX1-HEK293 calcium flux, Fluo-4, BAM8-22 antagonism; hits give low values. 1.3% of 310,000 active;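 active = calcium-response B-score plate-corrected more than 3 library SD below zero, starting fluorescence within 5 deviations, no agonist response on first addition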;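 note: peak minus trough fluorescence over baseline after final BAM8-22 challenge near maximal dose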
# Target sequence (Q96LB2 whole entry, looked up): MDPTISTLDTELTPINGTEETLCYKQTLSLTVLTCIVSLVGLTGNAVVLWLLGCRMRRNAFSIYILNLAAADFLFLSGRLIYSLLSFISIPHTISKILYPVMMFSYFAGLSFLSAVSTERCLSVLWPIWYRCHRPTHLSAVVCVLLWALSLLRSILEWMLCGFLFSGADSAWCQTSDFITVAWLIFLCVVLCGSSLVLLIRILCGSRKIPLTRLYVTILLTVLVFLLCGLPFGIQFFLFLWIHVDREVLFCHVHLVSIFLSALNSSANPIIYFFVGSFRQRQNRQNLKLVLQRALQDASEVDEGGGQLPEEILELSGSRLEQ
# SKKanGAS inh – SKKanGAS growth inhibition; S. pyogenes SKKanGAS, kanamycin growth, BacTiter-Glo, 6 h; inhibition, % at 7.5 µM; 1.3% of 300,000 active; AID 1662;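 active = mean replicate score, as percent of positive control median, at least 50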;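 note: strain carries kanamycin resistance gene driven by streptokinase promoter and grows in 40 µg/ml kanamycin; loss of luminescence reflects streptokinase promoter inhibition or plain growth inhibition; 0% = median of DMSO wells and 100% = positive control at its reference dose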
# MrgX1 agonist – activates human MrgX1 receptor signaling | Q96LB2 | MrgX1-HEK293 cells, Fluo-4 calcium fluorescence, agonist mode; hits give high values | B-score at 10 µM | 0.44% of 310,000 active | AID 588627;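 active = calcium response B-score plate-corrected fluorescence ratio at least 3 library SD, with starting fluorescence B-score inside 5 SD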
#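 System: HEK293 cells stably expressing human MrgX1 receptor; Dosing: test compound in the initial addition of three; Schedule: overnight plating, then 30 min 37 °C plus 30 min room-temperature dye loading; Detection: kinetic calcium dye fluorescence, Fluo-4 NW; Controls: per-plate positive and negative controls for Z′ factor.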
# TRPC6 inh – inhibitors of mouse TRPC6 channel | HEK293-TRPC6, membrane potential dye, ACh-evoked depolarization; hits give low values | B-score at 10 µM | 1.1% of 310,000 active | Q61143;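 active = B-score under library mean minus 3 SD, initial fluorescence not abnormally high, positive integrated signal ratio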;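 note: B-score derived from integrated fluorescence ratio over the kinetic read; more negative B-score means stronger inhibition of depolarization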
# TRPC6 act – activates the mouse TRPC6 cation channel | Q61143 | HEK293-TRPC6 membrane potential dye fluorescence; hits give high values | B-score at 10 µM | 0.13% of 310,000 active;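 active = B-score of the integrated fluorescence ratio above library mean plus 3 SD, and starting fluorescence ratio within library mean plus 5 SD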;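 note: higher score means more depolarization so channel activation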
# MrgX1 PAM – human MrgX1 positive allosteric modulation, primary screen | MrgX1-HEK293, Fluo-4 calcium flux, FDSS; hits give high values | AID 588675 | 0.63% of 310,000 active | B-score at 10 µM | Q96LB2;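 active = plate-corrected calcium response at least 3 library SD above typical, normal starting fluorescence, not activating the receptor alone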;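 note: compound read alongside a low EC10 to EC30 dose of BAM8-22 agonist; peak minus trough fluorescence over baseline measured at the second addition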
# RGS4 inh – inhibitors of human RGS4; AID 463165; P49798; HEK293 M3R/RGS4 inducible, Fluo-4 calcium flux; hits give high values; triggered by carbachol at its EC20; B-score at 10 µM; 0.45% of 310,000 active;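 active = B-score, a plate-corrected calcium signal, over three deviations above library mean, with baseline fluorescence within five deviations of library mean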;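 note: RGS4 expression induced by doxycycline in cells with stable M3 receptor; B-score is computed from the integrated fluorescence ratio over baseline after carbachol; higher B-score means a larger calcium signal and so more RGS4 inhibition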
# Target sequence (P49798 whole entry, looked up): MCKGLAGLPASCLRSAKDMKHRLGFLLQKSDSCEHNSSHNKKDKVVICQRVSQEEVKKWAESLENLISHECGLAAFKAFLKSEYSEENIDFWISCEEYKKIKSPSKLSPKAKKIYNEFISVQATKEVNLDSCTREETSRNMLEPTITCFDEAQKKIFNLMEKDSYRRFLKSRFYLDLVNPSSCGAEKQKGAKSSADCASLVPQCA
# RGS4 pot – potentiators or activators of RGS4; HEK293 M3R/inducible RGS4, carbachol calcium flux Fluo4; hits give low values; B-score at 10 µM; 0.92% of 310,000 active; AID 463111;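 active = B-score of the integrated calcium signal more than 4 SD below the library mean, with starting fluorescence not abnormally high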;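 note: negative B-score means reduced calcium response which marks RGS4 activation or potentiation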
#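 Material: M3R-expressing HEK293 line, RGS4 induced by doxycycline | Schedule: Overnight RGS4 induction, 30 min dye load 37 °C, 20 min compound RT | Measured by: Fluo4 fluorescence kinetic imaging of calcium | Read-out: Integrated calcium ratio converted to B score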
# ANO1 block – inhibitors of mouse TMEM16A calcium-activated chloride channel. AID 588511. normalized B-score (activity score, 25-100; higher = stronger inhibition) at 10 µM. HEK293 TMEM16A/YFP iodide influx fluorescence, ionomycin. 1.2% of 310,000 active;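 active = ratio plate-corrected score three or more library SD toward inhibition, starting fluorescence score within five deviations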;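 note: score derived from kinetic fluorescence span divided by baseline fluorescence per well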
# HDAC3 inh – human HDAC3 inhibition. O15379. recombinant HDAC3, fluorogenic peptide/trypsin coupled, fluorescence. inhibition, % at 8.3 µM. 0.15% of 320,000 active. AID 2718; in the data active = inhibition above about 26%, passing the limit was not always enough
# Target sequence (O15379 whole entry, looked up): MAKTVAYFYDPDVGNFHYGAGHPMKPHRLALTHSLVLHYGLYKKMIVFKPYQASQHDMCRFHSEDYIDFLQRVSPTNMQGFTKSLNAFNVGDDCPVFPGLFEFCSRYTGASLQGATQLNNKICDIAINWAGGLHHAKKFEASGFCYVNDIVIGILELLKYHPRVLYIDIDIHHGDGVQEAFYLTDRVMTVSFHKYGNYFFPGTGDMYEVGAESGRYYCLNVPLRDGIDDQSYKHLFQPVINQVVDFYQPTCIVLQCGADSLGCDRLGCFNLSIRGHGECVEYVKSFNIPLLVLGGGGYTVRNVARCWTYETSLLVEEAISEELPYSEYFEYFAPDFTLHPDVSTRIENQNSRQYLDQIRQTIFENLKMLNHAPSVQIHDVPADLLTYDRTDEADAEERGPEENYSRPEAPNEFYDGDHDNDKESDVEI
# Starred values were filed as active, the others as inactive; i = inactive; · = not tested or not shown. Compounds were not picked by outcome; overall some 6.7% were active at least once.
# The first 2 compounds (preview)
SMILES,TMEM16A act,MrgX1 antagonist,SKKanGAS inh,MrgX1 agonist,TRPC6 inh,TRPC6 act,MrgX1 PAM,RGS4 inh,RGS4 pot,ANO1 block,HDAC3 inh
Cc1cc(C)nc(SCc2nnc(SCC(=O)NCc3ccco3)n2-c2ccccc2)n1,i,i,4,i,i,i,i,i,i,i,7
O=C(Nc1cccc(-c2cn3cccnc3n2)c1)c1ccc(Br)o1,i,i,-7,i,i,i,i,i,i,i,-12

# The listing, from the first entry:
SMILES,TMEM16A act,MrgX1 antagonist,SKKanGAS inh,MrgX1 agonist,TRPC6 inh,TRPC6 act,MrgX1 PAM,RGS4 inh,RGS4 pot,ANO1 block,HDAC3 inh
Cc1cc(C)nc(SCc2nnc(SCC(=O)NCc3ccco3)n2-c2ccccc2)n1,i,i,4,i,i,i,i,i,i,i,7
O=C(Nc1cccc(-c2cn3cccnc3n2)c1)c1ccc(Br)o1,i,i,-7,i,i,i,i,i,i,i,-12
c1ccc(-c2ccccc2OCCCN2CCCCCC2)cc1,i,i,-5,i,i,i,i,i,i,i,2
O=C(Cn1cc(S(=O)(=O)Cc2cccc([N+](=O)[O-])c2)c2ccccc21)N1CCOCC1,i,i,-2,i,i,i,i,i,i,i,0
CC(NC(=O)COC(=O)c1ccc2c(c1)OCO2)c1ccccc1 (centres undefined),i,i,-1,i,i,i,i,i,i,i,4
CC(NC(=O)CCNS(=O)(=O)c1cccc2nsnc12)c1ccccc1 (centres undefined),i,i,-1,i,i,i,i,i,i,i,0
Cc1cc(Oc2ccc(C)c(Cl)c2)nc(SCC(=O)c2ccccc2)n1,i,i,-15,i,i,i,i,i,i,i,-10
COC(=O)CC1C(=O)NCCN1C(=S)Nc1ccc(F)cc1 (centres undefined),i,i,0,i,i,i,i,i,i,i,-8
CCCn1c(N)c(C(=O)CSc2nnnn2-c2ccc(O)cc2)c(=O)n(C)c1=O,i,i,-2,i,i,i,i,i,i,i,-5
CS/C(=N\N(C)C(N)=O)c1ccccc1,i,i,-12,i,i,i,i,i,i,i,7
O=C(NN1CCOCC1)c1cc(-c2ccc(Br)cc2)nc2ccccc12,i,i,-15,i,i,i,i,i,i,i,7
CCOC(=O)c1sc(NC(=O)COC(=O)c2ccco2)nc1C,i,i,5,i,i,i,i,i,i,i,-5
CN(CC(=O)Nc1ccc(F)cc1)C(=O)C1CC(=O)N(Cc2ccccc2)C1 (centres undefined),i,i,2,i,i,i,i,i,i,i,-4
CCN(Cc1ccccc1)C(=O)c1ccc(C(=O)N(CC)Cc2ccccc2)cc1,i,i,-2,i,i,i,i,i,i,i,1
CCn1nnc(NC(=O)c2ccc(C(C)(C)C)cc2)n1,i,i,-6,i,i,i,i,i,i,i,-7
COc1ccccc1N1C(=O)C2C(c3ccc(F)cc3)NN(C(=O)c3ccc(C)cc3)C2C1=O (centres undefined),i,i,4,i,i,i,i,i,i,i,3
O=C(O)c1ccc(NS(=O)(=O)c2ccc3c(c2)C(=O)c2ccccc2C3=O)cc1,i,i,0,i,i,i,i,i,i,i,2
O=C1CCCc2c1[nH]c1ccc(CN3CCCCC3)cc21,i,i,4,i,i,i,i,i,i,i,-11
O=C(CN1C(=O)NC2(CCCC2)C1=O)N1CCN(S(=O)(=O)c2ccc(Cl)cc2)CC1,i,i,12,i,i,i,i,i,i,i,-3
Cc1nc2scc(-c3ccc(C(C)(C)C)cc3)c2c(=O)n1N,i,i,15,i,i,i,i,i,i,i,0
CCCCn1c(SC(C)C(=O)c2ccc(OC)cc2)nc2cc(S(N)(=O)=O)ccc21 (centres undefined),i,i,3,i,i,i,i,i,i,i,2
CCOCCCn1c(=NC(=O)c2cccs2)c(C#N)cc2c(=O)n3cccc(C)c3nc21,i,i,23,i,i,i,i,i,i,i,-222
Cc1cc(=O)[nH]c(N/N=C/c2ccc(Br)s2)n1,i,i,3,i,i,i,i,i,i,i,-2
COc1ccc2c(c1)c(C(=O)N/N=C/c1cccc(Br)c1)c(C)n2C,i,i,6,i,i,i,i,i,i,i,13
CCO[C@H]1OC(C(=O)N2CCN(Cc3ccccc3)CC2)=C[C@@H](c2coc3ccccc3c2=O)[C@@H]1CCCO,i,i,1,i,i,i,i,i,i,i,-3
N#Cc1nc(Cc2ccccc2)oc1N1CCN(c2cccc(Cl)c2)CC1,i,i,1,i,i,i,i,i,i,i,6
COC(=O)C1C(O)=C(C=NCC(C)N=CC2=C(O)C(C(=O)OC)C(C)(C)CC2=O)C(=O)CC1(C)C (centres undefined),i,i,-1,i,i,i,i,i,i,i,7
COc1cc2c3nnc(-c4ccccc4)c-3cn(Cc3ccc(F)cc3)c2cc1OC,i,i,9,i,i,i,i,i,i,i,-20
O=C(COC(=O)CCCSc1nc2ccccc2[nH]1)Nc1ccc(Oc2ccccc2)cc1,i,i,8,i,i,i,i,i,i,i,10
Cc1ccc(Cn2c(Cc3ccccc3)nc3ccccc32)cc1,i,i,69*,i,i,i,i,i,i,i,7
O=C(/C=C/c1ccccc1)N1CCC(c2ccccc2)C1 (centres undefined),i,i,-8,i,i,i,i,i,i,i,-4
Cn1ccnc1SCC(=O)Nc1nc2ccccc2s1,i,i,-11,i,i,i,i,i,i,i,5
O=C(NC(=S)NC(=O)c1ccccc1F)c1ccccc1F,i,i,9,i,i,i,i,i,i,i,4
COc1ccccc1OCCNC(=O)c1ccc(C)c(S(=O)(=O)N2CCOCC2)c1,i,i,-12,i,i,i,i,i,i,i,5
COc1cc2cc(CN(CCc3cccc(C)c3)C(=S)NCCCN3CCOCC3)c(=O)[nH]c2cc1OC,i,i,14,i,i,i,i,i,i,i,3
Cc1ccc(C)c(OCc2nc(-c3cccnc3)no2)c1,i,i,-13,i,i,i,i,i,i,i,-7
C/C=C(\C)CN1CCC(n2nccc2NC(=O)c2ccc(OC)cc2)CC1,i,i,-12,i,i,i,i,i,i,i,0
Cc1ccccc1NC(=O)C(=O)NCCCN1CCCC1=O,i,i,-5,i,i,i,i,i,i,i,1
CCOC(=O)CNC(=O)c1ccc2[nH]c3c(c2c1)CCCC3,i,i,-4,i,i,i,i,i,i,i,1
CCCCn1c(SCC(=O)NC(=O)NCc2ccco2)nc2cc(S(N)(=O)=O)ccc21,i,i,1,i,i,i,i,i,i,i,12
CCN(CC)S(=O)(=O)c1cccc(-c2nnc(SCC#N)n2Cc2ccccc2)c1,i,i,-7,i,i,i,i,i,i,i,-1
O=C(NC12CC3CC(CC(C3)C1)C2)N1CCN(S(=O)(=O)c2ccc(Cl)cc2)CC1,i,i,6,i,i,i,i,i,i,i,3
Cc1cc(C(=O)NN=C2CCCC2)c2ccccc2n1,i,i,1,i,i,i,i,i,i,i,·
Nc1cc(C(F)(F)F)ccc1Nc1ccccc1,i,i,11,i,i,i,i,i,i,i,3
CN1CCN(C(=O)c2ccc(CSc3ccc(Cl)cc3)cc2)CC1,i,i,4,i,i,i,i,i,i,i,2
c1ccc2c(c1)OCC(c1nn3cnnc3s1)O2 (centres undefined),i,i,-2,i,i,i,i,i,i,i,2
COc1ccc(NC(=O)CCc2nc3ccccc3s2)c(OC)c1,i,i,9,i,i,i,i,i,i,i,-5
CCCc1cc(NCCCN(C)C)n2c(nc3ccccc32)c1C#N,i,i,-5,i,-6.8*,i,i,i,i,i,-50
NC(=O)C1CCN(C(=O)CN2C(=O)c3ccccc3S2(=O)=O)CC1,i,i,-6,i,i,i,i,i,i,i,-1
CC(=O)c1ccc(NC(=O)CSc2nnc(Cc3cccn3C)n2-c2ccc(F)cc2)cc1,i,i,-6,i,i,i,i,i,i,i,-3
CC(C)CCN(Cc1ccco1)S(=O)(=O)c1csc(C(N)=O)c1,i,i,-10,i,i,i,i,i,i,i,2
CC(C)(C)OC(=O)N1CCC[C@H]1C(=O)Nc1ccc(C#N)cc1,·,i,-2,i,i,i,i,i,i,i,-3
CN(CC(=O)Nc1cccc(F)c1)C(=O)CCCNC(=O)c1ccc(Cl)cc1,i,i,1,i,i,i,i,i,i,i,0
O=C(Cc1ccc(Cl)cc1)Nc1ccc(-c2nnc(-c3ccco3)o2)cc1,i,i,17,i,i,i,i,i,i,i,-5
COCCCn1c2nc3ccccc3nc2c2c(=O)n(CC3CCCO3)cnc21 (centres undefined),i,i,3,i,i,i,i,i,i,i,-35
Cc1cc(C)c2c(c1)OC(O)(C(F)F)CC2=O (centres undefined),i,i,12,i,i,i,i,i,i,i,5
COC(=O)c1ccc(N2CCC(C)CC2)c(N)c1,i,i,3,i,i,i,i,i,i,i,-12
CCCCc1ccc(NC(=S)NCc2cccc(OC)c2)cc1,i,i,8,i,i,i,i,i,i,100*,6
Cn1cccc1/C=C1\SC(=O)N(CC(=O)Nc2ccc(Cl)cc2)C1=O,i,i,5,i,i,i,i,i,i,i,4
Cc1ccc(-n2ncc3c(=O)[nH]c(SCC(=O)N4CCCCC4)nc32)cc1,i,i,1,i,i,i,i,i,i,i,7
# The list goes on:
SMILES,TMEM16A act,MrgX1 antagonist,SKKanGAS inh,MrgX1 agonist,TRPC6 inh,TRPC6 act,MrgX1 PAM,RGS4 inh,RGS4 pot,ANO1 block,HDAC3 inh
O=C1CCCC(O)=C1C=Nc1cccc(C(F)(F)F)c1,i,i,-12,i,i,i,i,i,i,i,10
Cc1ccc(-c2c(C#N)c(N)n3c(nc4ccccc43)c2C#N)cc1,i,i,52*,i,i,i,i,i,i,i,0
COc1ccc(OC)c(S(=O)(=O)N2CCc3ccccc3C2)c1,i,i,1,i,i,i,i,i,i,i,-4
CCOC(=O)[C@H]1[C@H]2COc3cc(OC)ccc3[C@@H]2N2C(=O)c3cc(F)ccc3NC(=O)[C@@]12C,i,i,·,i,·,·,i,·,·,i,1
O=C(/C=C/c1ccc(Br)cc1)N1CCN(c2cccc(C(F)(F)F)c2)CC1,i,i,25,i,i,i,i,i,i,i,-8
COC(=O)c1ccc(/C=N/Nc2nc(N3CCCCC3)nc(N3CCCCC3)n2)cc1,i,i,5,i,i,i,i,i,i,i,-2
COc1ccc(-n2nc3cc(C)c(NC(=O)c4cccnc4)cc3n2)cc1,i,i,7,i,i,i,i,i,i,i,0
Cc1nc([N+](=O)[O-])cn1CCC#N,i,i,4,i,i,i,i,i,i,i,6
O=C(O)C1CCCN1c1ncccc1[N+](=O)[O-] (centres undefined),i,i,·,i,i,i,i,i,i,i,-4
CCOP(=O)(OCC)C(NC(C)=O)C(=O)c1ccccc1 (centres undefined),i,i,15,i,i,i,i,i,i,i,-8
